# CHT block: inhibitors of human choline transporter CHT | Q9GZV3 | CHT-expressing cells, membrane potential dye, choline response; active compounds read low | B-score at 10 µM | actives 0.86% (n = 310,000) | AID 488975;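 active means B-score over 3 SD under the library average, and starting fluorescence ratio not unusually high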;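 further: choline stimulus applied at its EC90 after an EC20 pre-addition; B-score computed on integrated fluorescence ratio after choline addition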
# Target sequence (Q9GZV3 whole entry, looked up): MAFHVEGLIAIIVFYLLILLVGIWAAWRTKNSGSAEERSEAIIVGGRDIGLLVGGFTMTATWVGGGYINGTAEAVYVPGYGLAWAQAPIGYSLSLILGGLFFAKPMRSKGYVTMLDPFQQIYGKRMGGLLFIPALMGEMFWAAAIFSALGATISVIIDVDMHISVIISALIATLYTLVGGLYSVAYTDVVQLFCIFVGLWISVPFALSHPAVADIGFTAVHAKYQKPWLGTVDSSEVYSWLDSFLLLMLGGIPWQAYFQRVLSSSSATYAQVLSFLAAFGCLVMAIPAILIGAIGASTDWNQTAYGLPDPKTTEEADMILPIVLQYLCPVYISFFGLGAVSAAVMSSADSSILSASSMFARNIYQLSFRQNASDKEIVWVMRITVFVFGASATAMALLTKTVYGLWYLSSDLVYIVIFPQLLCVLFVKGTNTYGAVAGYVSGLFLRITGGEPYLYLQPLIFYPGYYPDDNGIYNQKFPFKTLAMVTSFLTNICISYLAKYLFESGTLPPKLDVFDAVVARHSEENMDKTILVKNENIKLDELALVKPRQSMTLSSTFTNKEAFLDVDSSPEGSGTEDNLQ
# CHT PAM: allosterically activates the human high affinity choline transporter. Q9GZV3. CHT-expressing cells, membrane potential dye, choline EC20; active compounds read high; LV-AA mutant CHT in HEK293 cells. B-score at 10 µM. actives 0.49% (n = 310,000). AID 488977;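 active means initial fluorescence not abnormally high and integrated response B-score, plate-corrected, over 3 SD above library mean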
# Starred values were filed as active, the others as inactive; i = inactive. An excerpt, so the mix of outcomes need not match the whole.
cpd	Compound	CHT block	CHT PAM
1	CCOc1cc2c(cc1OCC)-n1cccc1C(c1ccc(C(C)C)cc1)NC2 (stereo not drawn)	i	i
2	Cc1ccccc1-c1nc2ccccc2c(=O)n1C	i	i
3	CCN(CC)c1ccc(CN2CC=C(c3ccc(F)cc3)CC2)cc1	i	i
4	CC(C)N1C(=O)CCC1C(=O)N1CCC2(CC1)OCCO2 (stereo not drawn)	i	i
5	CCN1C(=O)/C(=C/c2ccc3c(c2)CCN3CCCCl)C(=O)NC1=S	i	i
6	CN(C)C(CNC(=O)Cc1c(Cl)cccc1Cl)c1ccccc1 (stereo not drawn)	i	i
7	O=C(CN1CCCCC1)c1ccc2c(c1)OCO2	i	i
8	COC(=O)C1=C(c2cc3ccccc3o2)C[C@@H]2CC[C@H]1N2C(=O)NCCNC(C)=O	i	i
9	Cn1c(O)c(C=NCCN2CCNCC2)c(=O)n(C)c1=O	i	i
10	O=C(CCC(=O)N1CCC2(CC1)OCCO2)Nc1nnc(C2CCCCC2)s1	i	i
11	CCc1ccc(CN2CCN(Cc3cc(Br)ccc3O)CC2)cc1	i	i
12	Cc1cccc(C2=NCC(=O)N(CC(=O)NCc3ccco3)c3sc4c(c32)CCCC4)c1	i	i
13	O=c1c2ccccc2nc(/C=C/c2ccc(O)cc2)n1-c1ccc(O)cc1	i	i
14	CCN(CC)P(=O)(Oc1ccccc1)Oc1ccccc1	i	i
15	CC1=NN(c2ccccc2)C(=O)C1/C=C1/C(=O)NC(=O)N(c2cc(C)cc(C)c2)C1=O (stereo not drawn)	i	i
16	CCOc1cccc(C2NCc3ccccc3-n3cccc32)c1O (stereo not drawn)	i	i
17	Cn1cc(C(=O)N2CCCCC2)c2ccccc21	i	i
18	Nc1ncc(P(=S)(N2CCOCC2)N2CCOCC2)s1	i	i
19	NCCCC(=O)OC1N=C(c2ccccc2Cl)c2cc(Br)ccc2NC1=O (stereo not drawn)	i	i
20	COc1cccc(OC)c1C1=NCC(=O)Nc2c1oc1ccc(Br)cc21	i	i
21	Cc1cccc(NC(=O)CSc2nnc([C@@H](N)Cc3c[nH]c4ccccc34)o2)c1C	i	i
22	Fc1ccc(C(OCCN2CCCC2)c2ccc(Br)cc2)cc1 (stereo not drawn)	i	i
23	CCC(C(=O)N1C[C@H]2C[C@@H](C1)c1cccc(=O)n1C2)c1ccccc1 (stereo partly drawn)	i	i
24	O=c1[nH]c(=S)[nH]c(O)c1N=Nc1cccc(S(=O)(=O)N2CCOCC2)c1	i	i
25	CCCC[N+]12CCC(CC1)C(=C(c1ccccc1)c1ccccc1)C2	i	9.4*

# The results go on.
cpd	Compound	CHT block	CHT PAM
26	Fc1ccc(CCNCc2ccccc2Cl)cc1	i	i
27	COc1ccc(CC(=O)Nc2ccc(C#N)c(Cl)c2)cc1S(=O)(=O)N1CCOCC1	i	i
28	COC(=O)C1C(OC(=O)c2ccccc2)CC2CCC1N2C (stereo not drawn)	i	i
29	CCCCn1c(O)c(C(=O)/C=C/c2ccc3c(c2)OCO3)c(=O)[nH]c1=O	i	i
30	BrCC1C[n+]2c(SCc3ccccc3)nc3sc4c(c3c2O1)CCCC4 (stereo not drawn)	i	i
31	Cc1ccc(N2C(=O)NC(=O)/C(=C\C=C\c3ccco3)C2=O)cc1	i	i
32	Cn1c2ccccc2c2c(C(=O)N3CCC4(CC3)OCCO4)cn(C3CCCCC3)c(=O)c21	i	i
33	Cc1ccc2c(c1)CC1(CN2C)C(=O)NC(=O)N(c2cc(C)ccc2C)C1=O (stereo not drawn)	i	i
34	CN1CCC(OC(=O)C2c3ccccc3Oc3ccccc32)CC1	i	i
35	CCOc1ccc(C2CC(c3c(O)n(C)c(=O)n(C)c3=O)=NN2)cc1 (stereo not drawn)	i	i
36	CC(=O)Nc1cc(C(=O)N2CCC3(CC2)OCCO3)ccc1S(=O)(=O)c1ccc(Cl)cc1	i	i
37	Cc1ccccc1N1C(=O)CC(=O)NC1=O	i	i
38	CN1C(=O)c2ccccc2NC(=O)[C@]12O[C@@H]2c1ccccc1	i	i
39	CP(=O)(Nc1ccccc1)C(Cl)(Cl)Cl (stereo not drawn)	i	i
40	Cc1nn(CCC#N)c2c1P(=S)(N1CCCC1)OC(c1ccc(F)cc1)=N2 (stereo not drawn)	i	i
41	C(#CCN1CCCCC1)COCc1ccccc1	i	i
42	Cc1cccc(OP(=O)(Nc2cccnc2)Oc2cccc(C)c2)c1	i	i
43	CC(=O)C1C2c3ccccc3O[C@@]1(C)N=c1s/c(=C/c3ccoc3)c(=O)n12 (stereo partly drawn)	i	i
44	CCCN1CCC[C@@H]2Cc3[nH]ncc3C[C@H]21	i	i
45	CCC(=NCC1CCCO1)c1c(O)n(-c2ccccc2C)c(=O)[nH]c1=O (stereo not drawn)	i	i
46	CCOCCCN=Cc1c(O)n(Cc2ccccc2)c(=O)[nH]c1=O	i	i
47	O=P(/C(=N/O)N1CCOCC1)(N1CCOCC1)N1CCOCC1	i	i
48	CN1CCC(OC(=O)Cc2ccccc2)CC1	i	i
49	O=C(N/N=C/c1c(O)n(Cc2ccc(F)cc2)c(=O)[nH]c1=O)c1ccccc1	i	i
50	O=C1NC(=O)N(c2ccccc2)C(=O)/C1=C/c1ccoc1	i	i

# Continued, starting with the last six of the part before.
cpd	Compound	CHT block	CHT PAM
45	CCC(=NCC1CCCO1)c1c(O)n(-c2ccccc2C)c(=O)[nH]c1=O (stereo not drawn)	i	i
46	CCOCCCN=Cc1c(O)n(Cc2ccccc2)c(=O)[nH]c1=O	i	i
47	O=P(/C(=N/O)N1CCOCC1)(N1CCOCC1)N1CCOCC1	i	i
48	CN1CCC(OC(=O)Cc2ccccc2)CC1	i	i
49	O=C(N/N=C/c1c(O)n(Cc2ccc(F)cc2)c(=O)[nH]c1=O)c1ccccc1	i	i
50	O=C1NC(=O)N(c2ccccc2)C(=O)/C1=C/c1ccoc1	i	i
51	O=C1NC(c2cccnc2)Nc2sc3c(c21)CCCC3 (stereo not drawn)	i	i
52	CCOC(=O)c1ccc(N=C(c2ccccc2)c2c(O)n(C)c(=O)n(C)c2=O)cc1	i	i
53	CC(=NCc1ccco1)c1c(O)n(Cc2ccccc2)c(=O)[nH]c1=O	i	i
54	CC12CN3CN(C1)CC(c1ccccc1)(C3)C2=O	i	i
55	C[n+]1c2ccccc2nc2ccc(NCCO)cc21	i	i
56	O=C(CN1CCCCC1)c1ccccc1Cl	i	i
57	O=[N+]([O-])c1cccnc1N1CCCNCC1	i	i
58	CC(C)NP(=O)(NC(C)C)OP(=O)(NC(C)C)NC(C)C	i	i
59	O=C(CCNS(=O)(=O)c1ccccc1)Nc1ccc(Cl)cc1C(=O)c1ccccc1	i	i
60	CCCCC(CC)COCCCN=Cc1c(O)[nH]c(=S)[nH]c1=O (stereo not drawn)	i	i
61	O=C(O)COc1ccccc1/C=C1\C(=O)NC(=O)N(CCC2=CCCCC2)C1=O	i	i
62	Cc1sc2ncn(CC(=O)N3CCC4(CC3)OCCO4)c(=O)c2c1C	i	i
63	O=C(NC12CC3CC(CC(C3)C1)C2)OC1CN2CCC1CC2 (stereo not drawn)	i	i
64	CCCCCCn1c(=O)c(C(=O)Nc2cccc(C)n2)c(O)c2ccccc21	i	i
65	CN1C(=O)N(C)C(=O)C(CCc2ccncc2)(CCc2ccncc2)C1=O	i	i
66	Cc1csc(=N)n1Cc1ccccc1	i	i
67	Cc1ccc2c(c1)C1CN(C)CCC1N2C(=O)c1cn(-c2ccccc2)nc1-c1ccccc1 (stereo not drawn)	i	i
68	N#CCP(=S)(c1ccccc1)c1ccccc1	i	i
69	COc1cccc(CCNCc2ccc(SC)cc2)c1	i	i
70	COc1cccc(NP(=O)(Oc2ccccc2)Oc2ccccc2)c1	i	i
71	COc1cc(C(c2c(O)c3ccccc3oc2=O)c2c(C)n(C)n(-c3ccccc3)c2=O)ccc1O (stereo not drawn)	i	i
72	CCOC(=O)c1c(N)n(Cc2ccco2)c2nc3ccccc3nc12	i	i
73	CCn1c(=O)cc(SCC(=O)N2CCC3(CC2)OCCO3)c2ccccc21	i	i
74	O=C1NC(=O)C(CCc2ccncc2)(CCc2ccncc2)C(=O)N1Cc1ccccc1	i	i
75	Cc1ccc(CN2C(=O)CN=C(c3ccccc3)c3ccccc32)cc1	i	i

# (further entries)
cpd	Compound	CHT block	CHT PAM
76	O=C(c1cc(C(=O)NCc2ccccc2)c(=O)n(Cc2ccccc2)c1)c1cc(Br)ccc1O	i	i
77	Cc1nn(C2CCOC(C)(C)C2)c2c1C(c1ccc3c(c1)OCO3)SCC(=O)N2 (stereo not drawn)	i	i
78	CCN1CCN(c2ccc([N+](=O)[O-])cc2C#N)CC1	i	i
79	O=C(c1ccc2c3c(cccc13)CC2)C1CCCN(Cc2ncc[nH]2)C1 (stereo not drawn)	i	i
80	CC(C)C(=O)N1CCN(CCN=Cc2c(O)n(C)c(=O)n(C)c2=O)CC1	i	i
81	Cc1ccc2nc(-c3ccncc3)cc(C(=O)N3CCC4(CC3)OCCO4)c2c1	i	i
82	O=C(c1cc2cc(F)ccc2[nH]1)N1CCC2(CC1)OCCO2	i	i
83	O=C(O)CCn1cc(C=C2C(=O)NC(=S)NC2=O)c(-c2ccccc2)n1	i	i
84	CC(C)(C)c1ccc(CN2C(=O)CN=C(c3ccccc3)c3ccccc32)cc1	i	i
85	COc1ccc(C(C)=O)cc1CC(C(=O)c1ccc(Br)cc1)N(C)C (stereo not drawn)	i	i
86	CCC(CC)N1CCN(C(=O)Cc2ccccc2)CC1	i	i
87	CCn1ccnc1CN1CCCC(C(=O)c2cccc(C(F)(F)F)c2)C1 (stereo not drawn)	i	i
88	COc1ccc(-c2[nH]ncc2CNC(C)Cc2cccc(C)n2)cc1F (stereo not drawn)	i	i
89	CCCNS(=O)(=O)c1ccc(OCC(=O)N2CCN(Cc3ccc4c(c3)OCO4)CC2)c(C)c1	i	i
90	O=C(c1cc(F)ccc1F)C1CCCN(Cc2cc(Cl)ccc2O)C1 (stereo not drawn)	i	i
91	CC1(C)CC(CCNCc2ccc3c(c2)OCO3)(Cc2ccccc2)CCO1 (stereo not drawn)	i	i
92	OC(C#CCN1CCOCC1)(c1ccccc1)C1CCCC1 (stereo not drawn)	i	i
93	O=C(C1CC(=O)N(C2CCCCC2)C1)N1CCC2(CC1)OCCO2 (stereo not drawn)	i	i
94	CNC(=O)Oc1cccc(-c2cn3cc(Cl)ccc3n2)c1	i	i
95	COc1ccc(C(=O)C2CN(C)CC2c2ccc(Cl)cc2)cc1 (stereo not drawn)	i	i
96	C=CC[N+]1(C)CC[C@]23c4c5ccc(O)c4O[C@H]2C(=O)CC[C@@]3(O)[C@H]1C5 (stereo partly drawn)	i	i
97	CCN1CCN(c2cc(=O)n3ccccc3n2)CC1	i	i
98	CCOC(=O)C(O)(c1ccc(NC(=O)c2ccco2)c(OC)c1)C(F)(F)F (stereo not drawn)	i	i
99	CC(=O)Nc1ccccc1OC(=O)N(C)C	i	i
100	O=C1C(=O)c2cccc3cccc1c23	i	i

# In another format: three of the compounds above
94: CNC(=O)Oc1cccc(-c2cn3cc(Cl)ccc3n2)c1
80: CC(C)C(=O)N1CCN(CCN=Cc2c(O)n(C)c(=O)n(C)c2=O)CC1
96: C=CC[N+]1(C)CC[C@]23c4c5ccc(O)c4O[C@H]2C(=O)CC[C@@]3(O)[C@H]1C5 (stereo partly drawn)
compound no.	94	80	96
CHT block	i	i	i
CHT PAM	i	i	i

# Going on with the list.
cpd	Compound	CHT block	CHT PAM
101	COC(=O)CSC1=NN1c1cc(C)nc(N)n1	i	i
102	CC1=Nc2ccccc2/C1=C/c1c(O)n(C)c(=O)[nH]c1=O	i	i
103	N#Cc1cc2c(nc1SCC(=O)Nc1ccc(Cl)cc1)C1CCN2CC1	i	i
104	Cc1cc(/C=C2/C(=O)NC(=O)N(Cc3ccco3)C2=O)c(C)n1-c1ccccc1O	i	i
105	O=C(COc1ccccc1)N1CCN(CCN2C(=O)c3cccc4cccc(c34)C2=O)CC1	i	i
106	CC(C)CN(CC(C)C)c1ccc(C=C2C(=O)NC(=S)NC2=O)cc1[N+](=O)[O-]	i	i
107	CCCCOP(=O)(CN1CCOCC1)OCCCC	i	i
108	Cc1cc(OCC(=O)N2CCC(C(=O)O)CC2)c2c3c(c(=O)oc2c1)CCC3	i	i
109	CC(C)n1cc(C(=O)N(CC(=O)NC2CCCC2)Cc2ccccc2)cn1	i	i
110	CN(C)C1(c2nnnn2CCOC(=O)Nc2ccc(Cl)cc2)CCCCC1	i	i
111	Cc1nc2ccc(Cl)cc2c(=O)n1-c1ccc([N+](=O)[O-])cc1	i	i
112	COc1ccc(C2(c3cccc(O)c3OC)CCN(C(C)=O)CC2)cc1O	i	i
113	CCCC1(CCC)C(=O)NC(=Nc2ccc(C)cc2)NC1=O	i	i
114	CC1=C(C(=O)O)N2C(=O)C(NC(=O)CCCC(=O)O)C2SC1 (stereo not drawn)	i	i
115	COCCNC(=O)Cn1cc(C=C2C(=O)NC(=O)NC2=O)c2ccccc21	i	i
116	COc1cccc(C2CC3C(=O)C=CC2N3Cc2ccccc2)c1 (stereo not drawn)	-5.33*	i
117	CCNC(=O)NC(=O)C(C)OC(=O)c1c(C)nn(Cc2ccccc2)c1Cl (stereo not drawn)	i	i
118	CCCCSP1(=S)NCCCO1 (stereo not drawn)	i	i
119	Cn1c(O)c(C=Nc2ccc3c(c2)CCC3)c(=O)n(C)c1=O	i	i
120	O=C(N/N=C\C1C(=O)NC(=S)N(c2ccccc2)C1=O)c1ccc(O)cc1 (stereo not drawn)	i	i
121	Cc1ccc(-c2cc(-c3ccc(C)cc3)[n+](-c3ccc(C(=O)O)cc3)c(-c3ccc(C)cc3)c2)cc1	i	i
122	COc1ccccc1OCC(=O)Nc1ccc(Cl)cc1C(=O)c1ccccc1	i	i
123	O=P1(N(CCCl)CCCl)NCCCO1 (stereo not drawn)	i	i
124	Cc1c(C(=O)O)cc(-c2ccccc2)n1Cc1ccccc1	-6.29*	i
125	C=CCC1(Nc2ccccc2)CC(C)N(C)CC1C (stereo not drawn)	i	i
126	O=C(Cc1ccccc1)Oc1ccccc1N1C(=O)CCC1=O	i	i
127	Clc1ccc(OCC#CCN2CCCCCC2)cc1	i	i
